RSV antiviral HEp-2 – RSV antiviral activity via CPE protection, HEp-2 cells, primary 10 µM value included (AID 2391) | 0.13% of 310,000 active | CPE inhibition, % at 10 µM; hits with a dose series show IC50 in µM | HEp-2 cells, RSV-induced CPE inhibition; higher % means a stronger effect; in the data active = a potency from the dose series; inconclusive = CPE inhibition mostly from about 23% at the one dose, without a potency; inactive = the rest, 99 in 100 with CPE inhibition below about 21%; note: strong numbers were not always called active
GPR35 arrestin U2OS – inhibition of zaprinast-stimulated GPR35 beta-arrestin translocation – imaging, U2OS, beta-arrestin-GFP, zaprinast agonist, primary screen (AID 2058) | inhibition, % at 10 µM; hits with a dose series show IC50 in µM | U2OS GPR35 beta-arrestin-GFP translocation imaging, zaprinast antagonism; higher % means a stronger effect | 0.052% of 290,000 active;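 active = inhibition of at least 50% with at least 30 cells and total cytoplasm GFP at most 10,000,000; inconclusive = under 30 cells or total GFP of 10,000,000 plus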
NTR1 agonist – agonists of NTR1, primary screen, imaging, U2OS cells, beta-arrestin-GFP, high content (AID 493036). P30989. 0.17% of 330,000 active. activation, % at 20 µM. NTR1-U2OS beta-arrestin-GFP spot imaging, agonist mode;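 active = activation at or above 40% of the spot to cytoplasm intensity ratio, with at least 20 cells analyzed; inconclusive = wells under 20 cells, flagged as cytotoxic or low count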;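 note: 0% = DMSO without peptide and 100% = 100 nM NTR1 peptide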
Target sequence (P30989 whole entry, looked up): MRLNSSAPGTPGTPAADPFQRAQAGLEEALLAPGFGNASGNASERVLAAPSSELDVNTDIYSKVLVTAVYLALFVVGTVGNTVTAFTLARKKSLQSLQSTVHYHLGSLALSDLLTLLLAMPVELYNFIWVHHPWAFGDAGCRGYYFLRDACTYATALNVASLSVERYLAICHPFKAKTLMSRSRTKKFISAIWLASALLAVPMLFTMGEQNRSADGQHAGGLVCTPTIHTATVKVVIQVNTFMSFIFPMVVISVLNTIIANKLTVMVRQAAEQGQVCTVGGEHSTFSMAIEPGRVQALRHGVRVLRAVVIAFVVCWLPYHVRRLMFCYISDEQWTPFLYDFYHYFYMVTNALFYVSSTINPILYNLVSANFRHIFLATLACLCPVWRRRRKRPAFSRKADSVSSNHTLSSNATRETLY
NS5 inhibitors – Dengue-2 NS5 methyltransferase inhibitors, primary screen, biochemical, confirmation dose response (AID 588689). inhibition, % at 25 µM, or IC50 in µM where a hit was titrated. Dengue-2 NS5 methyltransferase capping enzyme assay, biochemical; higher % means a stronger effect. 0.3% of 340,000 active; in the data active = a potency from the dose series; inconclusive = inhibition above about 29% without an active follow-up result
LYP inhibition – inhibitors of LYP phosphatase, biochemical, fluorescence intensity, uHTS (AID 1779) | 0.054% of 290,000 active | inhibition, % at 11.5 µM, or IC50 in µM where a hit was titrated | recombinant LYP phosphatase, fluorescence intensity; higher % means a stronger effect; in the data active = inhibition above about 50%;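 note: plate controls were vehicle with enzyme for no effect and no enzyme for full effect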
K1F lysis inhibition – protection from phage-mediated lysis, alamar blue read-out – E. coli UTI89, K1F phage, bacterial capsule biogenesis inhibitors (AID 488966); E. coli UTI89 K1F phage lysis, alamar blue, 2 h; higher % means a stronger effect; inhibition, % at 100 µM, or IC50 in µM where a hit was titrated; 0.02% of 340,000 active;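 active = phage lysis inhibition, versus mean bacterial control, above a set limit; inconclusive = no clear call, values can overlap the other calls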;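 note: capsule biogenesis inhibitors block K1F phage lysis so surviving cells raise fluorescence; higher fluorescence means more inhibition of phage lysis; actives were called in the ten point dose series up to 300 µM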
Autophagy HCS – alters autophagy in cells. 0.98% of 190,000 active. calls only at 10 µM (by protocol). MEF GFP-LC3 puncta imaging; test concentration mostly 10 µM;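 active = percentage of spot-positive cells more than 3 SD above its plate mean, without a fluorescence outlier flag or 80% toxicity; inconclusive = no clear call, values can overlap the other calls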;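 note: spot-positive cell cutoff set from DMSO-treated cells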
AID2073 – inhibitors of Mint1-CaV2.2 protein interaction, biochemical, HTRF (AID 2073). 0.19% of 290,000 active. inhibition, % at 20 µM, or IC50 in µM where a hit was titrated. HTRF protein-protein interaction, Mint1-CaV2.2; higher % means a stronger effect; in the data active = inhibition mostly above about 51%, no sharp cut-off; inconclusive = no clear call, values can overlap the other calls; inactive = mostly below about 53%; note: some results filed as inactive read as strong as hits
WT yeast gro inh – growth inhibition of WT yeast, mitochondrial fusion screen. mitochondrial fusion phenotypic screen, WT strain. inhibition, % at 10 µM. 2.1% of 190,000 active; in the data active = inhibition above about 58%; tested in S. cerevisiae
WT yeast gro inh mutant strain – also measured in WT yeast gro inh; calls as there; inhibition, %; mitochondrial fusion phenotypic screen, mutant strain inhibition
Autophagy HCS cell loss 18 h – second read-out of Autophagy HCS, no call of its own (marks repeat the call); toxicity, %; measured here: cell loss, nuclei count;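 cell loss after 18 h compound exposure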
NTR1 agonist cell count 20 µM – also measured in NTR1 agonist; calls as there; cell count; measured here: cell count, cytotoxicity flag
NS5 inhibitors pilot replicate – recorded beside NS5 inhibitors, whose call it bears; inhibition, %; measured here: pilot screen replicate inhibition
Starred values were filed as active, the others as inactive; i = inactive; ? = inconclusive; / = not tested or not shown; + = active, no number; [ ] = another dose, or the depositor's remark.

SMILES | RSV antiviral HEp-2 | GPR35 arrestin U2OS | NTR1 agonist | NTR1 agonist cell count 20 µM | NS5 inhibitors | LYP inhibition | K1F lysis inhibition | Autophagy HCS | Autophagy HCS cell loss 18 h | AID2073 | WT yeast gro inh | WT yeast gro inh mutant strain | others
CCOC(=O)/C(C#N)=C(\N)C(C)C(=O)Nc1ccccn1 (centres undefined) | 0.2% | 0% | -0.9 | 61 | / | 1% | 0.3% | i | 10 | -11% | -16 | -5
CCc1ccccc1N(CC(=O)OC)S(C)(=O)=O | 1.5% | 5% | -2.2 | 103 | 3% | -5% | -0.6% | i | -5 | 2% | -9 | 2
O=C(c1ccco1)N1CCN(C(=S)Nc2ccc(Br)cc2Cl)CC1 | 5.9% | -16% | -1.1 | 62 | -7% | -6% | 3.3%[50 µM] | / | / | -48% | / | /
CC(C)c1nnc(NC(=O)C2CCCO2)s1 (centres undefined) | -0.6% | 6% | -1.4 | 49 | -1% | -3% | -0.1% | i | 16 | 3% | -27 | -13
CC1(C)CC(N(Cc2cccs2)C(=O)c2ccco2)CCO1 (centres undefined) | 0.2% | 3% | -0.2 | 36 | -7% | 0% | 0.6% | i | 3 | -4% | 5 | 4
CC1(C)OC(=O)C(=C2CCCN2)C(=O)O1 | 3.1% | -13% | -0.1 | 34 | -5% | 0% | 1.2% | i | 2 | 2% | 3 | -1
CCN(CC)CCCCCC(=O)Nc1ccccc1C(=O)Nc1ccccc1 | -0.4% | 6% | -1.2 | 58 | 2% | -6% | 1.8% | / | / | 4% | / | /
COC(=O)c1[nH]c2ccccc2c1NS(=O)(=O)c1ccc(F)c(C)c1 | 2.6% | 3% | 1.5 | 61 | 5% | 4% | 0.5% | i | 12 | 6% | -5 | -3 | NS5 inhibitors pilot replicate=3.0
Cc1ccc(N2CC(C(=O)OCC(=O)c3ccc(C)c([N+](=O)[O-])c3)CC2=O)cc1 (centres undefined) | 0.0% | / | 0.1 | 70 | -4% | / | 0.9%[50 µM] | / | / | / | / | /
COc1ccc2[nH]c3c4c(ccc3c2c1)C(=O)C=CC4=O | / | -6% | 19 | 68 | >100µM* | -5% | 0.0% | / | / | -8% | / | /
Cc1cc(-c2nnc(SCC(=O)Nc3cccc(C)c3C)n2N)n[nH]1 | 1.2% | 7% | -1.4 | 48 | -4% | -11% | -0.1% | / | / | 2% | / | /
CC(=O)/C=C(\C)N=Nc1c(O)[nH]c2ccccc12 | 8.8% | 0% | 2.1 | 61 | -5% | -3% | 0.3% | / | / | -3% | / | /
Cc1ccc(C(=O)Nc2cccc(C(=O)NCc3ccccc3)c2)cc1 | -1.1% | -6% | 0.9 | 45 | -1% | -2% | 1.1%[50 µM] | i | -4 | -4% | -15 | 2
COCCNC(=O)c1ccc2c(c1)nc(C)n2-c1cccc(Cl)c1 | 1.7% | -1% | 0.0 | 90 | -5% | -5% | 0.0% | / | / | -16% | / | /
CC(=O)Nc1cc2c(cc1NC(=O)Cn1nc(-c3ccc(F)cc3)ccc1=O)OCCO2 | 0.5% | -11% | -0.2 | 50 | -2% | -7% | 0.2% | / | / | -5% | / | /
COCCC(=O)N1CCC(Oc2ccc(C(=O)NCCSC)cc2)CC1 | 0.1% | -12% | 0.8 | 52 | 5% | -1% | 0.2% | / | / | 18% | / | /
O=C(O)c1ccc(NC(=O)c2cccc(NC(=O)c3cccs3)c2)cc1 | 1.6% | 1% | 1.4 | 73 | -7% | -9% | 0.1%[50 µM] | / | / | 6% | / | /
CC(=O)Nc1cccc(C(=O)N/N=C/c2cccc(C)n2)c1 | 1.6% | 5% | 0.0 | 83 | 0% | -8% | 0.1% | / | / | 24% | / | /
O=C(O)c1ccc(S(=O)(=O)NCc2cccnc2)cc1 | 0.2% | 14% | 1.0 | 72 | -4% | -6% | 0.1% | / | / | -6% | / | /
Cc1ccc(-c2nc(NCc3ccco3)n(C(=O)c3ccco3)n2)cc1 | -1.3% | -15% | 7.1 | 51 | -5% | -3% | 0.1% | i | -19 | 55% | 9 | -3
O=C1CC(c2ccccc2)CC(O)=C1C=NC1CCCCCC1 (centres undefined) | 4.5% | 2% | 1.6 | 49 | 3% | 1% | 2.6% | i | 11 | 1% | 12 | 21
CCCc1nnc(NC(=O)c2c(O)c3c([nH]c2=O)CCCC3)s1 | -0.1% | -18% | -2.5 | 100 | -1% | -3% | 0.1% | / | / | 20% | / | / | NS5 inhibitors pilot replicate=3.3
CC(C)CC(NC(=O)OC(C)(C)C)C(=O)NCc1ccccc1 (centres undefined) | 0.8% | 21% | 0.6 | 60 | -2% | -8% | 0.5% | i | 1 | 1% | -2 | 1
COc1ccc(OCC(=O)c2c(O)c3ccccc3oc2=O)cc1 | 1.1% | -3% | 3.6 | 64 | -2% | -4% | -1.2% | i | 5 | -30% | -5 | 6
CSCCCNC(=S)Nc1cccc(S(=O)(=O)NC2=NCCC2)c1 | -2.1% | 4% | 1.5 | 23 | -7% | -3% | 0.2% | + | -1.4* | 24% | -18 | 5
O=C(NCCNC(=O)c1ccco1)c1cccc(F)c1 | 0.7% | -4% | -0.7 | 71 | -10% | -9% | 0.0% | i | -15 | -3% | -15 | 10
O=C(c1ccc(COc2ccccc2)o1)N1CCN(S(=O)(=O)c2ccccc2Cl)CC1 | 4.8% | / | 6.4 | 47 | -4% | / | -0.2% | / | / | / | / | /
CC(C)c1nc(C#N)c(N2CCOCC2)o1 | 1.6% | 6% | -1.0 | 60 | 3% | -4% | 3.3% | i | -6 | -1% | -5 | -15
COc1ccc(NS(=O)(=O)c2cccc(C(=O)NCC(c3ccccc3OC)N3CCCC3)c2)cc1 (centres undefined) | -0.2% | / | 1.6 | 37 | -4% | / | 0.4%[50 µM] | / | / | / | / | /
O=C(CCN1C(=O)COc2ccccc21)NCCCN1CCN(c2ccc(F)cc2)CC1 | 0.6% | -5% | 2.4 | 44 | -3% | -8% | 5.8% | i | 31 | -7% | -6 | -12

Ordered by formula weight (descending): some entries from above.
SMILES | RSV antiviral HEp-2 | GPR35 arrestin U2OS | NTR1 agonist | NTR1 agonist cell count 20 µM | NS5 inhibitors | LYP inhibition | K1F lysis inhibition | Autophagy HCS | Autophagy HCS cell loss 18 h | AID2073 | WT yeast gro inh | WT yeast gro inh mutant strain | others
COc1ccc(NS(=O)(=O)c2cccc(C(=O)NCC(c3ccccc3OC)N3CCCC3)c2)cc1 (centres undefined) | -0.2% | / | 1.6 | 37 | -4% | / | 0.4%[50 µM] | / | / | / | / | /
O=C(c1ccc(COc2ccccc2)o1)N1CCN(S(=O)(=O)c2ccccc2Cl)CC1 | 4.8% | / | 6.4 | 47 | -4% | / | -0.2% | / | / | / | / | /
COCCC(=O)N1CCC(Oc2ccc(C(=O)NCCSC)cc2)CC1 | 0.1% | -12% | 0.8 | 52 | 5% | -1% | 0.2% | / | / | 18% | / | /
O=C(O)c1ccc(NC(=O)c2cccc(NC(=O)c3cccs3)c2)cc1 | 1.6% | 1% | 1.4 | 73 | -7% | -9% | 0.1%[50 µM] | / | / | 6% | / | /
CCCc1nnc(NC(=O)c2c(O)c3c([nH]c2=O)CCCC3)s1 | -0.1% | -18% | -2.5 | 100 | -1% | -3% | 0.1% | / | / | 20% | / | / | NS5 inhibitors pilot replicate=3.3

Continuation:
SMILES | RSV antiviral HEp-2 | GPR35 arrestin U2OS | NTR1 agonist | NTR1 agonist cell count 20 µM | NS5 inhibitors | LYP inhibition | K1F lysis inhibition | Autophagy HCS | Autophagy HCS cell loss 18 h | AID2073 | WT yeast gro inh | WT yeast gro inh mutant strain | others
O=C(N[C@@H](c1ccccc1)[C@H](O)c1ccccc1)[C@@H]1CCCN1C(=O)OCc1ccccc1 | -0.5% | / | 2.2 | 51 | -4% | / | 0.0% | / | / | / | / | /
Cc1nn(Cc2ccc(Cl)c(Cl)c2)c(C)c1NC(=O)c1cc(C2CC2)on1 | 21% | 2% | 3.0 | 51 | 2% | 0% | -1.2% | i | -8 | -4% | 14 | 2
CCOC(=O)C1C(c2cccc(Cl)c2Cl)NC(=O)NC1(O)C(F)(F)F (centres undefined) | -1.1% | -12% | 0.2 | 71 | -1% | -6% | 0.2% | i | -2 | -4% | 0 | 11
Cc1cc(NC(=O)c2ccc(NC(=O)CC(C)C)cc2)no1 | 0.9% | -2% | -1.7 | 89 | -1% | 0% | -0.3% | i | 5 | 1% | -6 | 2 | NS5 inhibitors pilot replicate=-3.3
CCC(Oc1ccccc1)C(=O)Nc1ccc(C)c(S(=O)(=O)N2CCOCC2)c1 (centres undefined) | 1.9% | / | 0.8 | 69 | -2% | / | 1.0%[50 µM] | / | / | / | / | /
CCCn1c(N)c(C(=O)CSc2nnc(C3CC3)n2Cc2ccccc2)c(=O)[nH]c1=O | 1.6% | 16% | -1.1 | 41 | -3% | -5% | 0.2% | i | 1 | -11% | -5 | 0
CCCN1C(=O)/C(=C/c2c(N3CCNC(=O)C3CC(=O)OCC)nc3c(C)cccn3c2=O)SC1=S (centres undefined) | / | 33% | 0.2 | 44 | ? | 12% | -0.5% | / | / | 49% | / | /
CCN(CC)S(=O)(=O)c1ccc(C)c(NC(=S)N2CCN(c3ccccn3)CC2)c1 | 10% | -5% | -1.3 | 51 | 0% | -2% | 0.0% | / | / | -33% | / | /
O=C1C(=O)N(CCN2CCOCC2)C(c2cccc(Cl)c2)/C1=C(\O)c1ccc2c(c1)OCCO2 (centres undefined) | 0.6% | -1% | 0.0 | 53 | -4% | -10% | 0.5% | / | / | 4% | / | /
COc1cc(OC)c(OC)cc1/C=N/NC(=O)c1ccc(CSc2nc(C)cc(C)n2)cc1 | 2.9% | / | -0.5 | 66 | 4% | / | 0.1% | / | / | / | / | /
CC(C)c1ccc(CNc2ccc([N+](=O)[O-])cn2)cc1 | 13% | -4% | -0.3 | 51 | -4% | 2% | -5.6% | i | -4 | -2% | 26 | 15
S=C(NCc1ccccc1)NCc1ccco1 | 0.8% | -17% | 0.0 | 58 | -6% | -2% | 0.3% | / | / | -10% | / | /
COCCN1Cc2c(sc(C)c2C)N(C(=O)c2ccccc2)C1 | 1.1% | 21% | 1.2 | 53 | / | -6% | 0.0% | / | / | 0% | -14 | -6
CCOc1ccc(NC(=O)N(CCN2CCOCC2)Cc2ccc3c(c2)CCCN3CC)cc1 | 6.2% | -3% | -0.7 | 49 | 0% | -6% | 0.6% | i | -13 | 15% | 22 | 22
O=S(=O)(c1ccccc1F)N(Cc1ccco1)Cc1nnc(-c2ccccc2Br)o1 | / | -9% | / | / | -3% | -9% | -0.2% | i | 16 | 8% | 0 | -12
Cc1ccc(Nc2cc(-n3cccn3)ncn2)c(C)c1 | 9.6% | 6% | 0.2 | 50 | -3% | -7% | 0.0% | i | 20 | -6% | -1 | -16
Cc1ccc(NC(=O)COC(=O)C2=COCCO2)cc1 | 2.0% | 2% | -1.5 | 44 | -1% | 1% | 1.5% | i | -7 | -2% | -5 | -10

Screening results deposited in PubChem by several laboratories.
